# Bioassay records as filed in PubChem.
# HCV inhibitor: HCV inhibition; Huh7.5.1 HCVcc-Cre infection, luciferase reporter, 44 h; Potency, µM (top dose mostly 41.8 µM), for the others: at the highest dose activity change, negative = inhibition, actives largely listed as inhibitors; actives 3.4% (n = 340,000); further: potency means the concentration at half of the fitted maximal effect
#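 Reporter virus HCVcc-Cre (~0.5 moi) infects cells exposed to compound; seeding density 1,000 cells/well with 4 h settling beforehand. Luminescence, 15 sec read, taken 44 h post-infection following a 15 min RT substrate incubation.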
# AmpC no deterg: AmpC beta-lactamase inhibition without detergent | P00811 | AmpC nitrocefin hydrolysis, absorbance 480 nm, 0.0001% Triton | Potency, µM (titrated, usually from 57.1 µM), without a hit: top-dose activity change, negative = inhibition, usual class: inhibitors | actives 0.52% (n = 330,000);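 further: potency means the concentration at half of the fitted maximal effect; plate controls were no compound for no effect and no enzyme for full effect; nearly all actives have a fitted effect of over 20% in size; some results filed as inactive show a strong effect at the top dose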
# Target sequence (P00811 whole entry, looked up): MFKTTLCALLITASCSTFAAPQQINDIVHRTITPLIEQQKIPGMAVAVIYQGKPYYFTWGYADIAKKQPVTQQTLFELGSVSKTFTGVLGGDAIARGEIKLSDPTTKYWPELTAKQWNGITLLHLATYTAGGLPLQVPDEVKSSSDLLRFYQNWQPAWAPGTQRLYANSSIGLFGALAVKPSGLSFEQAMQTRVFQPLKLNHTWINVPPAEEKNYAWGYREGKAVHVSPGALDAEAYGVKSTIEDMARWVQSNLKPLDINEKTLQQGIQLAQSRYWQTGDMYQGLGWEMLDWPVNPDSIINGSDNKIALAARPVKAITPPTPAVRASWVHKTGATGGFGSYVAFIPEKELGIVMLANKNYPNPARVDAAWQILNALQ
#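 20 mM phosphate pH 7.0 + 0.01% (detergent screen) or 0.0001% Triton X-100; 5.3 nM AmpC reagent; cpd preinc 15 min RT; nitrocefin (800 uM stock) to start; A480 q20 s × 4 min; Activity was normalised to no-enzyme and no-compound control wells.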
# HCMV antiviral: blocks human cytomegalovirus replication; HFF cells, HCMV-luciferase reporter, 72 h; hits give low values; activity change, negative = inhibition, % at 57.5 µM; actives 4.5% (n = 410,000); AID 1259415; in the data active means activity change below about -60%; inconclusive means no clear call, values can overlap the other calls; inactive means above about -39%
#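 After 16 h attachment at 37C, HFF cells received test compound and HCMV-luciferase (1 PFU/cell); reporter luminescence read 72 h later, data normalized against buffer-only and known inhibitor Salinomycin.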
# FBPA Giardia inh: inhibitors of Giardia lamblia fructose-1,6-bisphosphate aldolase. A8B2U2. purified Giardia FBPA. Potency, µM (doses to about 59.6 µM), for the others: at the highest dose activity, negative = inhibition, usual class: inhibitors. actives 0.71% (n = 290,000); further: potency means the concentration at half of the fitted maximal effect; nearly all actives have a fitted effect of over 55% in size
# Target sequence (A8B2U2 whole entry, looked up): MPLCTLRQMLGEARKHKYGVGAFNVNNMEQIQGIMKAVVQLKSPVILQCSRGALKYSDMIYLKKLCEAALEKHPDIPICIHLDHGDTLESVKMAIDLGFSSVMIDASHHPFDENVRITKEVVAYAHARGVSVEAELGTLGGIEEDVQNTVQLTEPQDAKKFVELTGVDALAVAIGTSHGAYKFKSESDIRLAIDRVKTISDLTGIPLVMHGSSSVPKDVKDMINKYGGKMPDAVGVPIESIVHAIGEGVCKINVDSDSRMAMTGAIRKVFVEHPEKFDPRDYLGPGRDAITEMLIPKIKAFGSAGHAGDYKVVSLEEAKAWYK
#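 40 nM FBPA preincubated 10 min at RT with compound (up to 57.5 uM final), then substrate plus GAPDH/TPI/NAD/arsenate coupling and diaphorase/resazurin added. Fluorescence read after 20 min at RT, 525/598 nm.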
# Sm TGR inh: inhibitors of Schistosoma mansoni thioredoxin glutathione reductase; Potency, µM (series often up to 114 µM), for the others: top-dose activity change, negative = inhibition, most hits filed as inhibitors; AID 485364; actives 3% (n = 360,000); purified TGR, DTNB reduction, TNB absorbance 405 nm; Q962Y6; further: potency means the concentration at half of the fitted maximal effect; nearly all actives have a fitted effect of over 60% in size
#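 Kinetic colorimetric format: TGR-catalysed, NADPH-driven DTNB reduction monitored via TNB absorbance. Enzyme dispensed at 20 nM; compound exposure 15 min at room temperature before reaction start.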
# AmpC detergent: AmpC beta-lactamase inhibition with detergent present | P00811 | AmpC hydrolysis of nitrocefin, absorbance 480 nm, 0.01% Triton | AID 485294 | Potency, µM (doses to about 114 µM), inactives show at the highest dose activity change, negative = inhibition, usual class: inhibitors | actives 0.041% (n = 370,000);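 further: potency means the concentration at half of the fitted maximal effect; 0% = no-compound wells and -100% = no-enzyme wells; nearly all actives have a fitted effect of over 25% in size; some results filed as inactive show a strong effect at the top dose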
#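 20 mM phosphate pH 7.0 + 0.01% (detergent screen) or 0.0001% Triton X-100; 5.3 nM AmpC reagent; cpd preinc 15 min RT; nitrocefin (800 uM stock) to start; A480 q20 s × 4 min; Activity was normalised to no-enzyme and no-compound control wells.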
# An asterisk follows results filed as active; ? = inconclusive; nt = not tested or not shown; & = joins results of further samples; ! = not active in a repeat; [ ] = another dose, or the depositor's remark. Unless noted, the call rests on the fitted dose curve; in most records, active means well fitted curve in the direction sought with a large enough effect; inconclusive means small, poorly fitted or top-dose-only effect, or another doubt; inactive means no such curve, though single readings can be large; an effect the other way counts as inactive or inconclusive. Unless noted, on the % scale 0 is the no-effect control and ±100 the full control effect.
cpd	Structure	HCV inhibitor	AmpC no deterg	HCMV antiviral
1	N#CC1=C(SCC(N)=O)NC2=C(C(=O)c3ccccc32)C1c1ccc(Cl)cc1 (stereo unspecified)	-19%	42%	-60*
2	CC(C)=CCN1CCN(Cc2c[nH]c3ccccc23)CC1CCO (stereo unspecified)	-1%	-17%	83
3	Cc1ccnc(NC(=O)c2ccoc2C)c1	16%	-1%	24
4	O=c1cc(CN2CCCCCC2)nc2sccn12	15%	44%	7
5	Nc1ccc(C(=O)OC2CCOC2=O)cc1[N+](=O)[O-] (stereo unspecified)	18%	-15%	6
6	COc1ccc(NC(=O)CSCCc2ccccn2)cc1OC	2%	-17%	19
7	CCOC(=O)N1CCN(C(=O)C2CCC(CNS(=O)(=O)c3ccccc3)CC2)CC1 (stereo unspecified)	1%	42%	31
8	CCN1C(=O)N[C@@H](c2cccc(F)c2)C(C(C)=O)=C1C	-1%	nt	-5
9	Nc1ccc(-c2cc3ccccc3c(=O)o2)cc1	?	-14%	-62*
10	N=C(N)c1ccc(OCCCCCOc2ccc(C(=N)N)cc2)cc1	2.2µM*!	8%	-89*
11	Cc1cccc(NC(=S)N(CCCN2CCOCC2)Cc2ccco2)c1	12%	31%	15
12	CCc1ccc(Sc2cc(C(=O)NCCCN3CCC(C)CC3)c3ccccc3n2)cc1	nt	nt	-77*

cpd	FBPA Giardia inh	Sm TGR inh	AmpC detergent
1	1%	?	-5%
2	2%	4%	2%
3	3%	7%	-9%
4	-24%	nt	1%
5	0%	8%	-3%
6	-8%	10%	-7%
7	3%	6%	-5%
8	8%[12.9 µM]	nt	nt
9	nt	nt	nt
10	6%	5%	-4%
11	-5%	-2%	-4%
12	nt	3%	3%

# Remaining list, next part:
cpd	Structure	HCV inhibitor	AmpC no deterg	HCMV antiviral
13	CN(Cc1ccc(OC(F)F)cc1)C(=O)c1ccc(S(=O)(=O)N(C)c2ccccc2)cc1	?	35%	-20
14	CCOCCCn1c(=S)[nH]c2cc3c(cc2c1=O)OCO3	-10%	-8%	1
15	Cc1ccc(NC(=O)[C@H](CSCc2ccccc2)N2Cc3ccccc3C2=O)cc1	nt	nt	8
16	COc1ccc(C)cc1S(=O)(=O)N(C)CC(=O)Nc1ccccc1	-26%	-20%	-26
17	Cc1ccc(NC(=O)C2=C(C(=O)O)CCCC2)cc1F	12%	-14%	-3
18	COc1cc2c(cc1OC)C(C(=O)NCCN(C)C)C(c1cccs1)N(C)C2=O (stereo unspecified)	8%	-22%	?
19	Cc1cccnc1NC(=O)c1ccc(S(=O)(=O)NCc2ccco2)cc1	8%	-7%	-34
20	O=C(Cn1nnc(-c2ccccc2)n1)N/N=C/c1cc([N+](=O)[O-])ccc1O	?	-15%	-73*
21	COc1ccc(Cn2ccc3nc(C)c(C(=O)NCc4ccc(OC)cc4OC)cc3c2=O)cc1	nt	nt	-4
22	Cc1ccccc1NC(=O)CN1CCN(C)CC1	-17%	-22%	15
23	CC1Cc2cc(S(=O)(=O)NCc3ccccc3)ccc2N1C(=O)C1CCC1 (stereo unspecified)	?	-14%	-11&-8
24	C[C@@H](NC(=O)OC(C)(C)C)c1nnc(S(=O)(=O)Cc2ccccc2)o1	?	10µM*	-105*

cpd	FBPA Giardia inh	Sm TGR inh	AmpC detergent
13	nt	0%	?
14	-8%	4%	-1%
15	nt	2%	5%
16	1%	-3%	3%
17	4%	-4%	1%
18	0%	2%	?
19	nt	-3%	4%
20	16%	-3%	1%
21	nt	0%	-2%
22	25µM*	5%	0%
23	19%	1%&-2%	-3%&7%
24	0%	0.79µM*	8.9µM*

# Another view of six compounds above:
entry | molecule | HCV inhibitor | AmpC no deterg | HCMV antiviral | FBPA Giardia inh | Sm TGR inh | AmpC detergent
13 | CN(Cc1ccc(OC(F)F)cc1)C(=O)c1ccc(S(=O)(=O)N(C)c2ccccc2)cc1 | ? | 35% | -20 | nt | 0% | ?
19 | Cc1cccnc1NC(=O)c1ccc(S(=O)(=O)NCc2ccco2)cc1 | 8% | -7% | -34 | nt | -3% | 4%
16 | COc1ccc(C)cc1S(=O)(=O)N(C)CC(=O)Nc1ccccc1 | -26% | -20% | -26 | 1% | -3% | 3%
23 | CC1Cc2cc(S(=O)(=O)NCc3ccccc3)ccc2N1C(=O)C1CCC1 (stereo unspecified) | ? | -14% | -11&-8 | 19% | 1%&-2% | -3%&7%
18 | COc1cc2c(cc1OC)C(C(=O)NCCN(C)C)C(c1cccs1)N(C)C2=O (stereo unspecified) | 8% | -22% | ? | 0% | 2% | ?
21 | COc1ccc(Cn2ccc3nc(C)c(C(=O)NCc4ccc(OC)cc4OC)cc3c2=O)cc1 | nt | nt | -4 | nt | 0% | -2%

# Later entries
cpd	Structure	HCV inhibitor	AmpC no deterg	HCMV antiviral
25	Cc1cccc(C2c3[nH]c4ccccc4c3CCN2C(=O)c2cc3c([nH]c2=O)CCCC3)n1 (stereo unspecified)	-14%	14%	1
26	COc1ccc(CNC(=O)COC(=O)c2ccccn2)cc1	1%	0%	-36
27	Cc1ncc(CN2CCN(CCc3ccccc3)C(CCO)C2)s1 (stereo unspecified)	5%	-16%	?
28	CCn1c(CC(=O)Nc2ccc(C)cc2)n[nH]c1=S	14%	-9%	-2
29	CCN(CC)C(=O)c1sc2c(c1C)c(=O)n(Cc1ccccc1)c(=O)n2Cc1c(C)cc(C)cc1C	nt	nt	-21
30	COc1cc2c(cc1NC(=O)/C=C/c1ccc([N+](=O)[O-])cc1)oc1ccccc12	-28%	-18%	-23
31	Cc1cc(C)cc(Oc2nc(-c3ccccc3)cc(C)c2S(C)(=O)=O)c1	?	3%	14
32	COc1ccc(Cn2c(C(F)(F)F)ccc(C(N)=O)c2=O)cc1	-5%	79%[activator]	-24
33	CCOC(=O)c1cnc2cc3c(cn2c1=O)CCCC3	-28%	-26%	-17
34	COc1ccc(OC)c(C2C(C(N)=O)=C(C)Nc3nc(CCCO)nn32)c1 (stereo unspecified)	8%	1.6µM*	73
35	Cc1ccc(-n2c(=S)[nH]c3nc4c(cc3c2=O)COC(C)(C)C4)cc1	15%	-32%	-10
36	Cc1cc(C)c2cc(C(=O)N3CCc4ccccc4C3)[nH]c2c1	?	-39%	-24

cpd	FBPA Giardia inh	Sm TGR inh	AmpC detergent
25	-10%	-20%[57.1 µM]	0%
26	2%	-4%	?
27	0%	8%	6%
28	-5%	2%	5%
29	nt	6%	8%
30	6%	?	-3%
31	1%	0%	-7%
32	-1%	-7%	-3%
33	-4%	5%	0%
34	-13%	1%	?
35	-6%	9%	?
36	-8%	8%	4%

# (list continues)
cpd	Structure	HCV inhibitor	AmpC no deterg	HCMV antiviral
37	CCOC(=O)C1CCCCN1Cc1ccc(C(F)(F)F)cc1 (stereo unspecified)	?	0%	-3
38	COc1ccc(/C=N/NC(=O)CCOc2ccccc2C)cc1OC	16%	-1%	-79*
39	C#CCn1c(=O)n(-c2cccc(Cl)c2C)c(=O)c2c3c(sc21)CN(C(C)=O)CC3	nt	nt	11
40	CO/N=C(\Cn1ncc(N2CCCC2)c(Cl)c1=O)c1ccc(Cl)cc1	?	12%	-31
41	CCOC(=O)c1cc2sccc2n1Cc1ccccc1	-25%	-24%	-29
42	CCC(C)OC(=O)/C(C#N)=C/c1ccc(-c2ccc(Br)cc2)o1 (stereo unspecified)	nt	nt	6
43	Cc1c(Cl)cccc1-n1ncc(C(=O)N2CCC(C)CC2)c1C1CCN(C(=O)OC(C)(C)C)CC1	nt	nt	17
44	Nc1nc(SCC(=O)N2N=C3/C(=C/c4ccco4)CCCC3C2c2ccco2)n[nH]1 (stereo unspecified)	-23%	-24%	-26
45	CCOC(=O)c1[nH]c(C)c(C(=O)OCC(=O)NC(C)c2ccc(F)cc2)c1C (stereo unspecified)	?	-18%	-35
46	COc1cc(OC)c2c(-c3cccc(-c4ccc(CO)cc4)c3)cc(=O)oc2c1	?	-6%	nt
47	Cc1cccc(Cn2cc(/C=C(/C#N)C(=O)Nc3cccc(Cl)c3)c3ccccc32)c1	nt	nt	-20
48	Cc1ccc(NC(=O)Cn2ncc(Cl)c(Cl)c2=O)cc1S(=O)(=O)N1CCCCC1	10µM*	4µM*	0

cpd	FBPA Giardia inh	Sm TGR inh	AmpC detergent
37	-27%	0%	-12%
38	2%	0%	-15%
39	nt	-7%	-10%
40	0%	-6%	?
41	4%	28%	?
42	nt	-1%	4%
43	nt	?	-1%
44	-1%	?	-3%
45	nt	0%	3%
46	-3%[89.2 µM]	nt	nt
47	nt	5%	16%
48	nt	8.9µM*	-2%

# Next structures.
cpd	Structure	HCV inhibitor	AmpC no deterg	HCMV antiviral
49	CCn1c(COc2ccccc2C)nnc1SCC(=O)N1CCN(c2ccccc2)CC1	?	109%[activator]	44
50	CCN(CC(=O)NCc1cccs1)C(=O)c1cc(=O)[nH]c2ccccc12	-2%	-3%	0
51	CCOC(=O)/C(C#N)=C/c1c(N2CCN(C)CC2)nc2ccccn2c1=O	8%	-3%	-27
52	N#CC1=C2SCN(C3CCCCC3)CN2C(=O)CC1c1c(F)cccc1Cl (stereo unspecified)	nt	nt	1
53	COc1cccc(-c2noc(-c3cc(C(C)C)[nH]n3)n2)c1OC	nt	nt	45
54	O=C(Cc1ccccc1)OCC(=O)N1CCN(S(=O)(=O)c2ccc(Cl)cc2)CC1	6%	11%	?
55	O=C(c1ccc(-c2ccc([N+](=O)[O-])cc2)o1)N1CCCC(C(F)(F)F)C1 (stereo unspecified)	?	38%	-76*
56	CCc1nnc(SCC(=O)Nc2cccc(C(F)(F)F)c2)c2cc3oc(C)cc3n12	nt	nt	-39
57	NC(=O)c1ccc(NC(=O)COC(=O)CC2CC3CCC2C3)cc1 (stereo unspecified)	-2%	-15%	-13
58	CCN(CC)C(=O)c1[nH]cnc1C(=O)NCC(=O)OC(C)(C)C	26%	13%	67
59	Cc1cc(NC(=O)COCc2cc(-c3ccc(F)cc3)on2)ccc1Br	nt	nt	3
60	COc1ccc(S(=O)(=O)N2CCN(CC3CC=CCC3)CC2)cc1 (stereo unspecified)	20%	-5%	-13
61	Cc1ccc(N2CCn3c2nc2c3c(=O)n(CCCc3ccccc3)c(=O)n2C)cc1	nt	nt	-14
62	O=C(NCC1CCN(Cc2ccccc2F)CC1)Nc1ccc(F)c(Cl)c1	nt	nt	-14
63	COc1ccc(S(=O)(=O)NCc2ccc3c(c2)cc(C)n3C)cc1	-24%	-26%	-8

cpd	FBPA Giardia inh	Sm TGR inh	AmpC detergent
49	11%	-17%	-10%
50	nt	nt	nt
51	6%	5%	0%
52	nt	?	2%
53	nt	2%	5%
54	nt	-6%	?
55	nt	?	-2%
56	nt	-3%	-6%
57	nt	nt	nt
58	?	-7%	0%
59	nt	-10%	-7%
60	3%	-2%	?
61	nt	-11%	23%
62	nt	1%	-5%
63	-6%	-2%	-12%

# Not a hit list (roughly 9.9% active in at least one column).
